aGal spleen mod = alpha-galactosidase A (human) modulation. P06280. human spleen homogenate, 4MU-alpha-Gal fluorescence, 40 min. Potency, µM (top dose mostly 80 µM), for inactives: at the top dose activity change, negative = inhibition, hits mostly inhibitors. actives 0.008% (n = 240,000). AID 2107;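 also: 0% = enzyme with vehicle and -100% = no enzyme basal signal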
Target sequence (P06280 32-429 limits assumed): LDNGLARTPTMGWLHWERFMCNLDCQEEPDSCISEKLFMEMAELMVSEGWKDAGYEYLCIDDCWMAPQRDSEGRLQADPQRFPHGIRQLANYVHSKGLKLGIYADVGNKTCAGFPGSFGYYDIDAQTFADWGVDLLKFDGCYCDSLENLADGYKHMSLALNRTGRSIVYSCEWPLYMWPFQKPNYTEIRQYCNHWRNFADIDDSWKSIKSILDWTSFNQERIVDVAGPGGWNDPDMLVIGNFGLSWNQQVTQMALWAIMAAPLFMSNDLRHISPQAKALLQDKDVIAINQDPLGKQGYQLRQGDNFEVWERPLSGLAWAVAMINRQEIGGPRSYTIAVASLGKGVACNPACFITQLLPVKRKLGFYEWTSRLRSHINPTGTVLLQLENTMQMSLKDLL
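Inhibition or activation of alpha-galactosidase in human spleen homogenate is scored by 4-MU fluorescence after 40 min at 37C, pH 5.0, with 1 mM substrate. AC50s come from concentration-response fitted to the Hill equation.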
TRb SRC2 PPI = disrupts binding of human TR beta to SRC2. P10828. TRbeta-SRC2 peptide binding, fluorescence polarization; receptor liganded with 1 µM T3. Potency, µM (titrated, usually from 106 µM), for inactives: top-dose activity change, negative = inhibition, most hits filed as inhibitors. actives 0.065% (n = 280,000). AID 1469;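 also: plate controls were bound peptide for no effect and peptide without receptor for full effect; nearly all actives have a fitted effect of over 50% in size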
Target sequence (P10828 whole entry, looked up): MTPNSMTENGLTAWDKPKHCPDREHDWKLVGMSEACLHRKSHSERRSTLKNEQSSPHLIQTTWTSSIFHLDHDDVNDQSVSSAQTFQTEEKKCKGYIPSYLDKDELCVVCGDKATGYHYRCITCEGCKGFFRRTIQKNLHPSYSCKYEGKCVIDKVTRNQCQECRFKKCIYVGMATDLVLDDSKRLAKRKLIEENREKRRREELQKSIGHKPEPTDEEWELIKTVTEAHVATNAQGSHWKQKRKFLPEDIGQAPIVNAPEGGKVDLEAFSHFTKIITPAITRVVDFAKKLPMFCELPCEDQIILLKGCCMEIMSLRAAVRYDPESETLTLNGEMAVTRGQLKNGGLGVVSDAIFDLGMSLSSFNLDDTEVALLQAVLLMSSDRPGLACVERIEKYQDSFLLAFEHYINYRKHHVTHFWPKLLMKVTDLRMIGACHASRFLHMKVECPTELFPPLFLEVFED
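Each compound concentration gave % activity, normalized to unbound and bound Texas Red SRC2 controls, from polarization read after 5 hr ambient incubation with T3-loaded human TRb LBD.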
ALDH1A1 inh = inhibitors of human aldehyde dehydrogenase 1A1; P00352; Purified ALDH1A1, NADH fluorescence, propionaldehyde substrate; Potency, µM (doses to about 75.3 µM), without a hit: top-dose activity, negative = inhibition, most hits filed as inhibitors; actives 7.3% (n = 220,000); AID 1030; active = well fitted inhibition curve with a large enough effect, not every such curve was filed as active; inconclusive = small, poorly fitted or top-dose-only effect, or another doubt; inactive = no such curve, though single readings can be large or run the other way;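 also: plate controls were no enzyme wells and a reference inhibitor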
Tau fibril ThT = tau fibrillization inhibition (ThT binding); P10636; recombinant tau K18 P301L, heparin-induced fibrillization, ThT fluorescence; Potency, µM (doses to about 57.4 µM), for the others: at the highest dose activity, negative = inhibition, usual class: inhibitors; actives 2.1% (n = 270,000); also: nearly all actives have a fitted effect of over 55% in size
Target sequence (P10636 561-689 P618L limits assumed): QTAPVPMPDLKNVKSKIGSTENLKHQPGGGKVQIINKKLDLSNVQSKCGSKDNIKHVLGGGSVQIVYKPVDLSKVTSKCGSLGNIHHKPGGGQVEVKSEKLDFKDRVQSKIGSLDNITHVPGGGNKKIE
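Aggregation was driven by heparin (20 uM final) acting on recombinant tau […] bearing P301L in 100 mM sodium acetate pH 7; fibrils were detected with Thioflavin T.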
TR SRC2 fluor cs = Texas Red fluorescence interference in TRb-SRC2 counter-screen; actives 0.29% (n = 280,000); TRb/SRC2 Texas Red total fluorescence interference; Potency, µM (highest dose often 106 µM), for the others: top-dose fluorescence change, negative = quenching; active = well fitted curve in either direction with a large enough effect; inconclusive = small, poorly fitted or top-dose-only effect
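Human TRb ligand-binding domain at 0.6 uM with 20 nM Texas Red SRC2 peptide in Tris buffer containing 1 uM T3 and 5% DMSO, incubated with compound 5 h at ambient temperature. Total fluorescence (555/632 nm) calculated as parallel + 2 × perpendicular.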
Tau FP inhib = inhibitors of human tau fibril formation. P10636. K18 P301L tau heparin fibrillization, Alexa594 FP, 6 h. Potency, µM (series often up to 57.7 µM), without a hit: top-dose activity, negative = inhibition, actives largely listed as inhibitors. actives 0.39% (n = 280,000). AID 1468; also: nearly all actives have a fitted effect of over 55% in size
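K18 P301L tau (15 uM unlabeled/0.24 uM Alexa 594-labeled, final) + compound + heparin 20 uM final; 100 mM NaOAc pH 7; 6 hr 37 C; ThT 30 uM final added, 1 hr RT; FP ex 555/em 632 nm.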
L3MBTL1 block = blocks human L3MBTL1; Potency, µM (series often up to 57.1 µM), for the others: at the top dose activity, negative = inhibition, usual class: inhibitors; Q9Y468; AID 485360; actives 0.66% (n = 230,000); AlphaScreen L3MBTL1–H3K9me1 peptide binding; also: nearly all actives have a fitted effect of over 60% in size
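Read-out is AlphaScreen signal from streptavidin donor and nickel chelate acceptor beads (10 ug/mL final each) bridging L3MBTL1 (50 nM) and biotinylated K9-monomethylated H3(1-15) peptide (75 nM), after 30 min compound exposure at room temperature.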
Tau fluor counter = counter-screen for tau fibril formation inhibitors | tau K18 P301L (four-repeat tau fragment) Alexa594 fluorescence, heparin fibrillization | Potency, µM (top dose mostly 57.7 µM), inactives show top-dose activity change, negative = decrease | actives 0.93% (n = 280,000) | AID 1463; also: nearly all actives have a fitted effect of over 55% in size
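Human K18 P301L tau (15 uM unlabeled plus 0.24 uM Alexa 594-labeled, final) in 100 mM sodium acetate pH 7 was mixed with compound and 20 uM heparin and incubated 6 hr at 37 C.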
* hit, by the source's call; ? = inconclusive; / = not tested or not shown; & = joins results of further samples; [ ] = dose if it differs, or a comment. Unless noted, calls follow the shape of the dose curve; as a rule, active = well fitted curve in the direction sought with a large enough effect; inconclusive = small, poorly fitted or top-dose-only effect, or another doubt; inactive = no such curve, though single readings can be large; an effect the other way counts as inactive or inconclusive. Unless noted, % is scaled to controls: 0 for no effect and ±100 for the full control effect; potency is read from the fitted curve at half-maximal effect.

SMILES	aGal spleen mod	TRb SRC2 PPI	ALDH1A1 inh	Tau fibril ThT	TR SRC2 fluor cs	Tau FP inhib	L3MBTL1 block	Tau fluor counter
CN1Cc2cc(C(=O)c3cc(Cl)cc(CSc4ncccn4)c3O)cnc2NC1=O	3%	5%	28µM*	?	1%	-2%	-2%	-12%
CN(C(=O)c1coc(=O)c2ccccc12)c1ccc(Br)cc1	10%	-3%	?	-10%	-1%	-5%	?	-20%
Cc1cccc(Oc2nc(CN3CCOCC3)nc3sc4c(c23)CCCC4)c1	3%	7%[53 µM]	?	-16%	-3%[53 µM]	?	-2%	4%
Cc1ccc(S(=O)(=O)NNC(=O)c2ccncc2)cc1	12%	1%	3%	-5%	-12%	3%	-1%	0%
Cc1ccc(C(=O)OCC(=O)c2c[nH]c3ccccc23)cc1	1%	-3%	9%	1%	0%	4%	1%	-6%
O=C(Cn1nc2ccccc2n1)N/N=C/c1cc(Cl)cc([N+](=O)[O-])c1O	-3%	-1%	14µM*	13µM*	-1%	8%	-5%	?
Nn1cnnc1N/N=C/c1cc([N+](=O)[O-])c(Cl)cc1Cl	-5%	1%	?	?	0%	-11%	/	-25%
c1ccc2c3c([nH]c2c1)C1(CCCCC1)NCC3	-1%	8%	3%	-5%	-3%	-4%	15%	-4%
Nc1ccc(Cc2ccccn2)cc1	7%	1%	4%	-1%	-6%	-1%	?	-5%
Cc1ccc(-n2c(SCc3ccccc3)nc3c([nH]c4ccccc43)c2=O)cc1	/	5%	/	8%	-2%	-7%	/	-8%
COC(=O)c1ccccc1C(=O)c1ccc2c(c1)NC(=O)CO2	4%	10%	-6%	-5%	-1%	-1%	/	2%
O=C(CSc1nc2sc3c(c2c(=O)n1-c1ccccc1)CCCC3)NCc1ccco1	-4%	5%	?	-6%	0%	1%	?	-3%
CCN(C(=O)CCNC(=O)Cn1cnc2ccccc2c1=O)c1cc(OC)ccc1OC	/	3%	/	1%	4%	2%	/	-4%
C=CCN1C(=O)[C@]2(c3ccccc31)C1CCCC=C1C(C#N)=C(N)C2(C#N)C#N (stereo not given in full)	-3%	-5%	4µM*	?	-1%	?	-3%	-4%
Cc1nnc(SCc2cc(=O)oc3ccc4ccccc4c23)n1Cc1ccccc1	1%	-14%	?	-13%	-2%	11%	-3%	-4%
COc1ccc(C2CC(c3ccc(Br)cc3)=NN2C(=S)Nc2ccccc2)cc1 (stereo not given)	6%	-3%	11µM*	?	-9%	-1%	-19%	-28%
O=C(NCc1cn2ccsc2n1)c1cccs1	2%	-3%	9%	-3%	1%	2%	/	-5%
CCOc1ccc(Nc2oc(-c3ccc(Cl)cc3)nc2C#N)cc1	10%	-1%	2%	?	1%	12%	-1%	-27%
CCOC(=O)c1cnc(SCC(=O)Nc2ccc(NC(=O)CC)c(OC)c2)nc1N	-9%	-3%	14%	-9%	-3%	-2%	-6%	-5%
CN(C)c1ccc(CNC(=O)C2CCN(c3nnc(-n4cccc4)s3)CC2)cc1	/	1%	/	?	3%	4%	/	-17%
COC(=O)c1ccc(N2CCCCC2)c(N)c1	3%	-7%	-11%	-12%	1%	0%	-3%	-11%
CCn1c(CNC(=O)C23CC4CC(CC(C4)C2)C3)nnc1SC	1%	-2%	-4%	-2%	0%	-2%	7%	-4%
CC1CCN(c2ccc(NC(=O)c3cccnc3)cc2)CC1	2%	-7%	-5%	?	-4%	14%	-12%	-21%
Cc1cc2c(C)nc3ccccc3c2o1	7%	1%	?	-10%	3%	3%	11%	0%
O=C(NNC(=O)C1CCN(S(=O)(=O)c2ccc(Cl)cc2)CC1)c1ccccc1	12%	-5%	?	21%	-1%	2%	-4%	10%
CC1CC(C)CN(C(=O)c2ccc3c(c2NCCO)C(=O)c2ccccc2C3=O)C1 (stereo not given)	-3%	6%	?	18µM*	17%	10%	/	?
COc1ccc(OCCSc2nc3ccccc3n2CC(=O)N2CCOCC2)cc1	/	-2%	/	-15%	-2%	8%	/	-8%
CC(C)(C)OC(=O)N1CCC(c2c(C(=O)N3CCN(C(=O)c4ccco4)CC3)cnn2-c2cccc(F)c2)CC1	/	-5%	/	-5%	-2%	0%	/	-6%
CCOc1ccc(OCC)c(S(=O)(=O)N2CCC(C)CC2)c1	-5%	8%	?	-15%	-2%	-5%	/	-14%
Cc1ccccc1C(=O)N(Cc1nc2ccccc2c(=O)[nH]1)C1CCCC1	-1%	6%	1%	2%	-2%	-4%	-2%	0%
COc1ccc(S(=O)(=O)N(CC(=O)N/N=C/c2cccs2)c2cc(C)cc(C)c2)cc1OC	5%	-19%	0%	-11%	-2%	4%	-7%	?
CCCCS(=N)(=O)CC[C@H](N)C(=O)O (stereo not given in full)	-2%	-3%	-6%	-5%	-1%	5%	/	-6%
S=c1nc[nH]c2c1[nH]c1ccccc12	-8%	1%	14µM*	-12%	-10%	0%	-12%	-7%
CCC1CCCCN1CC(=O)Nc1cc(OC)c(OC)cc1C#N (stereo not given)	1%	7%	-3%	2%	0%	-10%	7%	-3%
COc1ccc(NC(=O)CSc2nnc(Cn3c(=O)sc4ccccc43)n2C)c(OC)c1	-15%	7%	?	-9%	-2%	-9%	-7%	-6%
CN(C)S(=O)(=O)c1cccc(C(=O)Nc2cc(Cl)ccc2O)c1	-8%	0%	?	-12%	-2%	11%	0%	-23%
Fc1ccccc1N1CCN(c2ncc3c(n2)CCN(Cc2cc(Br)cs2)C3)CC1	/	-3%	/	-18%	-2%	7%	/	-10%
O=C1CCCC(O)=C1Sc1ccccc1C(=O)O	-1%	-9%	-5%	7%	-16%	5%	16µM*	10%
Cn1c(=O)c2c(nc(CO)n2C)n(C)c1=O	6%	-1%	-7%	1%	-3%	2%	/	-1%
Cc1csc2ncc(C(=O)NCCC(c3ccccc3)c3ccccc3)c(=O)n12	12%	-2%	/	/	-3%	11%	/	?
Cc1cnc(NC(=O)CSc2nc3ccccc3s2)s1	-3%	-6%	3%	?	2%	-2%	/	-21%
COc1ccc(-c2c(C)c3ccc(O)c(CN4CCCCC4)c3oc2=O)cc1OC	/	-2%	/	8%	-2%	-4%	/	8%
O=C1CCC/C(=N\NC(=O)COc2ccc(Cl)cc2)C1	-10%	11%	-1%	-14%	-1%	7%	-12%	5%
CCCCOC(=O)c1cccnc1	5%	-7%	5%	3%	-4%	3%	56%[activator]	6%
CC(C(=O)N1CCCCC1)n1ncn2cccc2c1=O (stereo not given)	-2%	-19%	0%	3%	0%	-11%	-3%	3%
CC(=O)O[C@]1(C(C)=O)CC[C@H]2[C@@H]3C=C(Cl)C4=CC(=O)CC[C@]4(C)[C@H]3CC[C@@]21C	-3%&-29%	6%&-23%	?	-12%&-16%	?	7%&6%	-17%	-7%&-6%
COCCNC(=O)c1cc(C)ccc1C	-4%	2%	11%	-2%	-5%	-17%	-3%[11.4 µM]	-13%
O=C(NNC1=NCCC1)C1CC1	-3%	-3%	3%	0%	-2%	10%	-27%	6%
CC(C)C1=NN(C(=O)c2cccnc2)C(O)(C(F)(F)F)C1 (stereo not given)	-12%	0%	?	-2%	-5%	-5%	4%	-4%
CCN1C/C(=C/c2cccs2)c2nc3ccccc3c(C(=O)O)c2C1	3%	2%	/	?	-1%	-6%	-17%	-17%
CCS(=O)CCSc1nc2ccccc2s1 (stereo not given)	-4%	-13%	?	0%	1%	-2%	3%	9%
CN(C)/C=N/c1ncc(C(=O)c2ccc(-c3ccccc3)cc2)s1	-7%	-2%	?	?	0%	1%	3%	-21%
COc1ccc(OCC(=O)NCCCn2ccnc2)cc1	-5%	-9%	/	-10%	-6%	4%	8%	-8%
O=C(c1ccc(F)cc1)N1CCCC(c2ccccc2)C1 (stereo not given)	4%	5%	3%	-4%	-4%	4%	5%	2%
Cc1csc(-c2coc3cc(O[C@@H]4O[C@H](CO)[C@@H](O)[C@@H](O)[C@H]4O)ccc3c2=O)n1	0%	5%	?	-10%	-3%	-3%	/	-8%
COC(=O)N/N=C/c1cc(Cl)c(OCc2ccccc2F)c(OC)c1	-5%	-7%	/	?	1%	?	-7%	?
COc1ccc(-c2noc(N3CCN(c4ccc(C)cc4)C(C)C3)n2)cc1OC (stereo not given)	/	5%	/	?	-14%	9%	/	-16%
COCCOC(=O)/C=C1/NC(=O)CS1	-1%	2%	7%	2%	4%	7%	9%	5%
Cc1cc2cc(CCNC(=O)c3cccs3)c(=O)[nH]c2cc1C	0%	-6%	?	?	-1%	-7%	2%	-12%
Cc1cc(C)nc(NCCC(=O)O)n1	4%	1%	4%	1%	-4%	4%	1%	2%

Structures above with a Cl atom (nine):
SMILES	aGal spleen mod	TRb SRC2 PPI	ALDH1A1 inh	Tau fibril ThT	TR SRC2 fluor cs	Tau FP inhib	L3MBTL1 block	Tau fluor counter
CN1Cc2cc(C(=O)c3cc(Cl)cc(CSc4ncccn4)c3O)cnc2NC1=O	3%	5%	28µM*	?	1%	-2%	-2%	-12%
O=C(Cn1nc2ccccc2n1)N/N=C/c1cc(Cl)cc([N+](=O)[O-])c1O	-3%	-1%	14µM*	13µM*	-1%	8%	-5%	?
Nn1cnnc1N/N=C/c1cc([N+](=O)[O-])c(Cl)cc1Cl	-5%	1%	?	?	0%	-11%	/	-25%
CCOc1ccc(Nc2oc(-c3ccc(Cl)cc3)nc2C#N)cc1	10%	-1%	2%	?	1%	12%	-1%	-27%
O=C(NNC(=O)C1CCN(S(=O)(=O)c2ccc(Cl)cc2)CC1)c1ccccc1	12%	-5%	?	21%	-1%	2%	-4%	10%
CN(C)S(=O)(=O)c1cccc(C(=O)Nc2cc(Cl)ccc2O)c1	-8%	0%	?	-12%	-2%	11%	0%	-23%
O=C1CCC/C(=N\NC(=O)COc2ccc(Cl)cc2)C1	-10%	11%	-1%	-14%	-1%	7%	-12%	5%
CC(=O)O[C@]1(C(C)=O)CC[C@H]2[C@@H]3C=C(Cl)C4=CC(=O)CC[C@]4(C)[C@H]3CC[C@@]21C	-3%&-29%	6%&-23%	?	-12%&-16%	?	7%&6%	-17%	-7%&-6%
COC(=O)N/N=C/c1cc(Cl)c(OCc2ccccc2F)c(OC)c1	-5%	-7%	/	?	1%	?	-7%	?
